Screening data from PubChem.
LYPLA1 inh: blocks human lysophospholipase 1, a PME1 counter-screen. inhibition, % at 5.9 µM. recombinant LYPLA1, FP-Rh probe fluorescence polarization. 320,000 compounds, 0.16% hits. AID 2174. O75608;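 active = inhibition above the mean of all tested compounds plus 3 SD, set per campaign, cut at about 14% in these data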;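 also: inhibitors block serine hydrolase probe labeling of LYPLA1 so polarization falls; 0% = enzyme with DMSO and 100% = wells lacking LYPLA1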
PAFAH2 FP inh: PAFAH2 (human) inhibition. 340,000 compounds, 0.99% hits. recombinant PAFAH2, FP-rhodamine activity probe, fluorescence polarization. inhibition, % at 3.39 µM. AID 492956;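 active = inhibition above the mean over all tested compounds plus 3 SD, cut at about 30% in these data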;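 also: inhibitors block probe labeling of enzyme so polarization drops; 0% = enzyme with DMSO and 100% = wells lacking PAFAH2 protein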
PAFAH1B3 FP inh: blocks human PAF acetylhydrolase 1B catalytic subunit 3 | inhibition, % at 3.39 µM | recombinant PAFAH1B3, FP-rhodamine probe, fluorescence polarization | AID 492972 | 340,000 compounds, 0.28% hits;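 active = inhibition above the screen-wide average of all tested compounds plus 3 SD, cut at about 25% in these data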;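 also: 0% = enzyme with DMSO only and 100% = wells lacking PAFAH1B3 protein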
EBNA-1 inhibitor: blocks EBNA-1 binding to DNA; EBNA-1 DNA binding, fluorescence polarization; inhibition, % at 14.8 µM; 300,000 compounds, 0.34% hits; AID 1950; in the data active = inhibition above about 28%
PREPL inhibitor: inhibitors of human prolyl oligopeptidase-like enzyme PREPL; recombinant PREPL, fluorescence polarization activity-based probe; AID 2751; 320,000 compounds, 0.68% hits; inhibition, % at 5.96 µM; Q4J6C6; in the data active = inhibition above about 43%;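 also: 0% = enzyme with DMSO and 100% = wells lacking enzyme; many of its hits are not listed in these tables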
Target sequence (Q4J6C6 whole entry, looked up): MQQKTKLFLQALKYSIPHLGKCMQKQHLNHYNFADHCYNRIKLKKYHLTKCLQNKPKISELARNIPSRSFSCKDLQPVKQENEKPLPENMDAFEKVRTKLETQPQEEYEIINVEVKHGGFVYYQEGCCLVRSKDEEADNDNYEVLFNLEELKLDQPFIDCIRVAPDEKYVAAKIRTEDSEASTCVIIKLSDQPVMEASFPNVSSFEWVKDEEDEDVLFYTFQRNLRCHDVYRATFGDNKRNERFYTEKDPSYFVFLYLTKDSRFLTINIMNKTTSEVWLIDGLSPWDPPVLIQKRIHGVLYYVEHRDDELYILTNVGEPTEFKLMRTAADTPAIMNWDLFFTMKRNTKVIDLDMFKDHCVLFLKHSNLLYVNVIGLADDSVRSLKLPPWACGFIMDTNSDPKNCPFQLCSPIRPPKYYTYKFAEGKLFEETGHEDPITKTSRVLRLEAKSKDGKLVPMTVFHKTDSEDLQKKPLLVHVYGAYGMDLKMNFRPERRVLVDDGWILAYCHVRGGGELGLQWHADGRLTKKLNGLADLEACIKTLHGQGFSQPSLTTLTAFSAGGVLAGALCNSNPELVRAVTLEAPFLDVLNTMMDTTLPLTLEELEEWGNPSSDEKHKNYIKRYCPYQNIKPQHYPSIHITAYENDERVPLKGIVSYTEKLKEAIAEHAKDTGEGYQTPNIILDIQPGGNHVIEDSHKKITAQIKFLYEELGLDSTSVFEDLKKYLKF
ZTA counter: blocks Epstein-Barr virus ZTA, an EBNA-1 counter-screen. P03206. ZTA-DNA binding, fluorescence polarization. inhibition, % at 11 µM. 320,000 compounds, 0.15% hits; in the data active = inhibition above about 33%
LYPLA2 inh: blocks human lysophospholipase 2, a PME1 counter-screen. O95372. recombinant LYPLA2, FP-Rh probe fluorescence polarization. inhibition, % at 5.9 µM. 320,000 compounds, 0.38% hits. AID 2177;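 active = inhibition above the screen-wide mean plus 3 SD, limit set per campaign, cut at about 26% in these data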;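 also: 0% = LYPLA2 with DMSO and 100% = wells lacking LYPLA2 enzyme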
PAD4 FP inh: inhibitors of human PAD4; Q9UM07; recombinant PAD4, RCA probe fluorescence polarization; inhibition, % at 6.36 µM; 330,000 compounds, 0.41% hits;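 active = percent inhibition above a cutoff equal to the mean of all tested compounds plus 3 SD, cut at about 15% in these data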;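 also: 0% = PAD4 with RCA probe and DMSO and 100% = probe without PAD4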
GSTO1 counter: counter-screen for RBBP9 inhibitors: inhibitors of human GSTO1. P78417. recombinant GSTO1, activity-based probe fluorescence polarization. inhibition, % at 5.96 µM. 300,000 compounds, 1.1% hits;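 active = inhibition above the campaign mean inhibition plus 3 SD, cut at about 35% in these data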;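 also: 0% = GSTO1-1 with DMSO and 100% = wells lacking GSTO1-1 enzyme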
Target sequence (P78417 whole entry, looked up): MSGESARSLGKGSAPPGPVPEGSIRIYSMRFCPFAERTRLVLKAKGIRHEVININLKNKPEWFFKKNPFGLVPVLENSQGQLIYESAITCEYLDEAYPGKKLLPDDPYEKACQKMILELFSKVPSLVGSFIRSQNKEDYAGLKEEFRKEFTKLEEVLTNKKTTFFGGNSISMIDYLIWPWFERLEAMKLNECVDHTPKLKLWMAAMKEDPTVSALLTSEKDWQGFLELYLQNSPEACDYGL
An asterisk follows results filed as active; · = not tested or not shown.

SMILES | LYPLA1 inh | PAFAH2 FP inh | PAFAH1B3 FP inh | EBNA-1 inhibitor | PREPL inhibitor | ZTA counter | LYPLA2 inh | PAD4 FP inh | GSTO1 counter
Cc1ccc(-c2ccc3nnc(SCC(=O)NCC4CCCO4)n3n2)cc1 (configuration not stated) | -2 | 2 | -1 | -4 | 5 | -4 | 3 | 0 | 9
O=C(c1cc(-c2cccs2)on1)N1CCc2ccccc2C1 | -3 | 1 | 8 | -6 | -41 | -3 | 8 | -2 | 3
CCOc1ccc(S(=O)(=O)N2CCC(C(=O)NCCc3ccc(OC)c(OC)c3)CC2)cc1 | 3 | 5 | 4 | 1 | 14 | -8 | 7 | -1 | 1
COc1ccccc1-c1nc2n(n1)C(c1ccc(Cl)cc1)C(C(N)=O)=C(C)N2 (configuration not stated) | -5 | -11 | 6 | -8 | 7 | -19 | 4 | 3 | 3
O=C(Nc1ccc(S(=O)(=O)N2CCCCC2)cc1)c1ccccc1F | -4 | -3 | 10 | 1 | -2 | 3 | 1 | -5 | 4
CCN(CC(=O)NCc1ccc(F)cc1)C(=O)c1ccc(C(=O)c2ccccc2)cc1 | 3 | 4 | 2 | -5 | 10 | -16 | -4 | -2 | 4
COc1cc(C(=S)N2CCOCC2)ccc1OS(=O)(=O)c1ccc(Cl)cc1 | -2 | 1 | 11 | 8 | -3 | 1 | 2 | -3 | 4
O=C(CN1CC(=O)Oc2ccccc21)NCc1ccco1 | -3 | 0 | 7 | 3 | 1 | 8 | -6 | 0 | 24
CCO[C@@H]1OC(C(=O)N2CCOCC2)=C[C@H](c2ccccc2)[C@H]1CCCO | 2 | 1 | 10 | 5 | 4 | 6 | -1 | -5 | 1
CCOP(C)(=O)C1(C(=O)OCc2ccccc2)CC1 (configuration not stated) | 1 | 1 | -1 | -2 | 30 | 2 | -5 | -1 | 4

Reprinted at random: 2 records from the list, in no set order.
SMILES | LYPLA1 inh | PAFAH2 FP inh | PAFAH1B3 FP inh | EBNA-1 inhibitor | PREPL inhibitor | ZTA counter | LYPLA2 inh | PAD4 FP inh | GSTO1 counter
O=C(c1cc(-c2cccs2)on1)N1CCc2ccccc2C1 | -3 | 1 | 8 | -6 | -41 | -3 | 8 | -2 | 3
O=C(Nc1ccc(S(=O)(=O)N2CCCCC2)cc1)c1ccccc1F | -4 | -3 | 10 | 1 | -2 | 3 | 1 | -5 | 4

Carrying on:
SMILES | LYPLA1 inh | PAFAH2 FP inh | PAFAH1B3 FP inh | EBNA-1 inhibitor | PREPL inhibitor | ZTA counter | LYPLA2 inh | PAD4 FP inh | GSTO1 counter
CCOC(=O)C1(Cc2cccc(OC)c2)CCCN(C(=O)c2cc(C)[nH]n2)C1 (configuration not stated) | -2 | 3 | 7 | -17 | 15 | 17 | 0 | -5 | -10
Cc1sc2ncnc(N3CCC(C(=O)N(C)CC(=O)Nc4ccccc4Br)CC3)c2c1C | -1 | 6 | 10 | 0 | 0 | 6 | 2 | 3 | -3
COc1ccc(CN2C(=O)c3cccnc3C2Nc2ccc(OC)c(Cl)c2)cc1 (configuration not stated) | 0 | 8 | 9 | -4 | 14 | 0 | 4 | 0 | 8
COC(=O)c1ccc(OCC(O)CN(CCO)CC(O)Cn2ccc3ccccc32)cc1 (configuration not stated) | 3 | 5 | 9 | 2 | 7 | -8 | 4 | 2 | 1
N#Cc1cc(C(=O)c2ccccc2OCC(=O)Nc2ccccc2)cn(C2CCCCC2)c1=O | 0 | -13 | 0 | -6 | 2 | -8 | 6 | 6 | 1
O=C(CSc1ccccc1C(=O)O)Nc1ccc2c(c1)OCO2 | -1 | -5 | 4 | · | -2 | -4 | -7 | -1 | ·
CNC(=O)c1nn(-c2ccccc2)ccc1=O | -1 | -4 | 7 | 1 | 2 | 0 | -1 | -7 | 2
CC(C)Cc1nnc(NS(=O)(=O)Cc2ccccc2)s1 | -1 | 1 | 14 | -14 | 3 | -9 | -10 | -8 | -1
Cc1ccc(S(=O)(=O)N(CCO)c2cc3c(s2)CCCC3)cc1 | 3 | 7 | 4 | 4 | -3 | -22 | 6 | 2 | 17
O=S(=O)(NCc1ccccc1)c1ccccc1Br | -2 | 2 | 0 | 3 | -9 | -2 | -6 | -1 | -1
Cc1cc(Br)ccc1NC(=O)CN(C)C(=O)CNC(=O)Cc1ccccc1 | 0 | 2 | -2 | · | 2 | 0 | -4 | 1 | ·
CCNC(=O)NC(=O)C(C)Sc1nc2cc(C(=O)OC)ccc2c(=O)n1-c1ccccc1 (configuration not stated) | -2 | -2 | 3 | -2 | 0 | 4 | 3 | -7 | -3
CCCCN1C(=O)Nc2ccccc2S1=O (configuration not stated) | 5 | -1 | 2 | 10 | 15 | -4 | -1 | 16* | 13
Cc1nnc(SCc2ccc([N+](=O)[O-])cc2)o1 | -3 | 4 | 11 | 8 | 3 | 0 | -4 | -4 | 4
CN(C)CCCO/N=C(\c1ccccc1)c1ccncc1 | 2 | 0 | 5 | 2 | 1 | -12 | 6 | 5 | 1
CN(C)CCCN(C(=O)CCc1ccccc1)c1nc2ccc(F)cc2s1 | 3 | -2 | -2 | 1 | -80 | -3 | -3 | -6 | -5
Cc1ccc(C)c(C(=O)Nc2cc(C)nn2-c2nc(C)cc(C)n2)c1 | 3 | 1 | 5 | 3 | -6 | 17 | -2 | -4 | 5
Cc1nnc(N2CCc3ccccc3C2)[nH]c1=O | 2 | 6 | 7 | 2 | 12 | -28 | 3 | -1 | 2
COc1ccc(C(=O)c2c[nH]c(C(=O)NCc3cccnc3)c2)cc1 | -1 | -3 | 9 | -3 | -3 | 2 | 1 | -3 | -4
CCN(C(=O)CN1CCCCC1)c1c(N)n(Cc2ccccc2)c(=O)[nH]c1=O | 1 | 1 | 2 | · | 3 | 3 | 4 | -5 | ·
COc1ccccc1N(C(C)=O)c1nc(C)cc(C)c1C#N | -3 | 0 | 7 | 0 | -2 | 1 | -1 | 0 | -2
COc1ccc(C(=O)NNC(=O)c2cc3cc(OC)ccc3oc2=O)cc1 | -1 | -3 | 12 | 7 | 10 | 5 | 4 | 1 | -8
CC1(C)NC(=O)N(CN2C(=O)NC(C)(C)C2=O)C1=O | 2 | -2 | 5 | 2 | 11 | 11 | -1 | -1 | 5
O=C(CN1CCCCC1)Nc1nnc(-c2ccc([N+](=O)[O-])cc2)s1 | -4 | -2 | 7 | -3 | 9 | 1 | -2 | -2 | -6
CCC(C)Sc1nnc(-c2c[nH]c3ccccc23)n1CCOC (configuration not stated) | 1 | 3 | 7 | 9 | 4 | -8 | 1 | 2 | 5
CC(=O)Nc1ccc(OC(=O)c2ccc(Cl)cc2)cc1 | -2 | -8 | 1 | -13 | 11 | -8 | -3 | -4 | 3
O=C(NNC(=O)c1ccccc1Cl)c1ccc(-n2cncn2)c([N+](=O)[O-])c1 | -3 | -5 | 8 | · | -5 | 14 | 0 | 2 | ·
COc1cc(C(=O)N[C@H](C(=O)NC2CCCc3ccccc32)C(C)C)cc(OC)c1OC (some centres not stated) | · | -4 | 6 | · | 7 | · | · | -3 | ·
COc1ccc(NC(=O)Nc2c[nH]c(=O)[nH]c2=O)cc1 | 1 | -2 | 5 | -11 | 19 | -3 | 1 | 15* | 26
O=C(Cn1ccc(C(F)(F)F)n1)N=Nc1c(O)[nH]c2ccccc12 | 0 | 8 | 8 | -11 | 0 | 2 | -1 | 2 | 5
COc1ccc(S(=O)(=O)NCC2CCCN(Cc3ccc(O)cc3)C2)cc1 (configuration not stated) | 1 | -9 | 7 | -1 | -4 | -10 | 5 | 5 | 19
COc1cc(OC)c2ccc(=O)oc2c1C(CC(=O)N1CCN(c2ccccc2)CC1)c1ccc2c(c1)OCO2 (configuration not stated) | 1 | -2 | -12 | 6 | -31 | 10 | 6 | 3 | -2
CN(C)c1ncnc(N(C)C)c1[N+](=O)[O-] | -1 | 4 | 5 | -1 | 7 | -27 | 0 | 9 | 5
COc1ccc(NS(=O)(=O)c2ccc(N/N=C/c3ccc(N4CCOCC4)cc3)c([N+](=O)[O-])c2)cc1 | 4 | -7 | 10 | 2 | 11 | -1 | 1 | 1 | 2
CC1(C)CNC(=O)c2sc(N3CCOCC3)nc2C1 | -3 | 2 | 7 | -3 | -3 | 4 | 1 | -2 | -4
O=C(CN1CCN(c2ccc(O)cc2)CC1)Nc1ccccc1C(=O)NCCc1ccccc1 | 1 | -4 | 1 | · | 19 | -3 | -1 | 1 | ·
CCc1ccc(NC(=O)c2cc(C)no2)cc1 | -2 | -11 | -5 | 3 | -6 | 1 | -10 | -1 | 2
CCOC(=O)c1c(COC(=O)c2ccco2)nc2ccccc2[n+]1[O-] | 1 | 6 | -5 | 7 | 0 | 4 | -4 | -1 | -3
Cc1ccc(NC2=NCCC2)cc1Cl | 1 | -1 | 6 | 3 | 16 | 5 | 1 | 0 | 0
CCn1cc(C2=NOC(C(=O)O)C2)c(C)n1 (configuration not stated) | 1 | -3 | 1 | -7 | 0 | -18 | 7 | -2 | 4
COc1ccccc1NC(=O)Cc1csc(NC(=S)Nc2ccc(C)cc2)n1 | -21 | -14 | 1 | 12 | -3 | 5 | -26 | 2 | -27
O=C(CSc1nc2c(c(=O)n1-c1ccc(Cl)cc1)SCC2)Nc1ccc2c(c1)OCCO2 | -4 | -6 | -4 | 3 | 4 | 4 | -2 | 2 | -6
O=C(CCNS(=O)(=O)c1ccc(Br)cc1)N1CCCCCCC1 | 2 | 5 | 4 | 0 | 10 | 12 | 3 | 0 | 4
COc1cc(/C=C(/NC(=O)c2ccccc2)C(=O)N2CCN(C)CC2)c([N+](=O)[O-])cc1OC | 0 | -2 | 3 | 11 | -6 | -3 | -4 | -1 | 5
COc1ccc(NS(=O)(=O)c2ccc(N3CCOCC3)c(NC(=O)c3ccco3)c2)cc1 | -2 | -4 | -11 | 3 | 12 | -5 | 2 | 0 | 14
Cc1ccccc1-n1c(-c2ccncc2)n[nH]c1=S | -5 | -6 | -1 | -2 | -10 | 20 | -8 | -13 | -5
COc1cc(OC)c2c(N)c(C#N)c(C(F)(F)C(F)(F)F)nc2c1 | 2 | 2 | 0 | 7 | 2 | 4 | -1 | 1 | 0
CCOc1ccc(NC(=S)NNC(=O)c2cc(Br)ccc2Cl)cc1 | -2 | 12 | 6 | 3 | 0 | 9 | -1 | -2 | -11
COc1ccc2cnnc(SCC(=O)Nc3ccc(C(=O)O)cc3)c2c1OC | 4 | 10 | 7 | -1 | -2 | -10 | 6 | 7 | -3
O=S(=O)(NC(=S)c1ccccc1)c1ccc(F)cc1 | 6 | 0 | 13 | 13 | -6 | -7 | 9 | -1 | 3
Later entries
SMILES | LYPLA1 inh | PAFAH2 FP inh | PAFAH1B3 FP inh | EBNA-1 inhibitor | PREPL inhibitor | ZTA counter | LYPLA2 inh | PAD4 FP inh | GSTO1 counter
CCCCCn1nnc2c(=O)oc3ccccc3c21 | 4 | -8 | -2 | 3 | 3 | -11 | 5 | -3 | 0
CCOc1ccc(NC(=O)C(C)Oc2ccccc2C(=O)Nc2cccc(Cl)c2Cl)cc1 (configuration not stated) | -2 | -8 | 0 | 10 | 4 | 10 | 0 | 3 | 3
COc1ccccc1-n1cnc2cc(C(=O)NC3CCCC3)ccc21 | 1 | 13 | -1 | 1 | 2 | 6 | 0 | -7 | -5
CC(C)(C)NC(=O)C(c1ccco1)N(C(=O)c1ccc(CN2CCOCC2)o1)c1ccccc1 (configuration not stated) | 0 | -4 | -1 | 4 | 3 | 14 | 1 | 4 | 6
COc1cccc(-c2csc(NC(C)=O)n2)c1 | -1 | 1 | 3 | 2 | -12 | 12 | -3 | -1 | 0
O=C(Nc1cccc2ccccc12)c1ccc([N+](=O)[O-])cc1 | -1 | 2 | 3 | -1 | 11 | -9 | 1 | 1 | 2
CCCCNC(=S)Nc1ccc2cn[nH]c2c1 | 0 | 2 | 2 | 10 | -3 | 0 | 5 | -3 | 0
COC(=O)C1(C)NC(c2ccc(O)cc2)C2C(=O)N(c3ccc(C)cc3)C(=O)C21 (configuration not stated) | 0 | 3 | 8 | 12 | -14 | 9 | 7 | -2 | 0

These rows are one share of the data. The share of hits here may be higher or lower than overall.
